HepG2 tox – qHTS for Inhibitors of TGF-b: Cytotox Counterscreen; HepG2 CAGA-GFP viability, ATP luminescence, 18 h; AID 588856, 2011; Potency, µM (top dose mostly 46.1 µM), inactives show at the top dose activity change, negative = cytotoxicity, actives largely listed as cytotoxic; 410,000 tested, 0.76% active; note: potency is the fitted concentration of half-maximal effect; some results filed as inactive show a strong effect at the top dose
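CellTiter-Glo luminescence gave cytotoxicity after 18 hours at 37 degrees C. The cells were HepG2 CAGA-GFP in 1% FBS DMEM, stimulated with 500 pg/mL TGF-beta after compound addition. %Activity was normalised to no-cell wells (complete cell-killing) and DMSO (no toxicity), and curves were fitted and classified.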
S2 tox – Viability Counterscreen for Primary qHTS for Inhibitors of ATXN expression | S2 cells (HEK-293 line with an ATXN2-luciferase reporter) viability, CellTiter-Fluor protease fluorescence, 24 h | Potency, µM (titrated, usually from 56.7 µM), most hits filed as cytotoxic | 400,000 tested, 0.49% active | AID 651635, 2014; note: potency is the fitted concentration of half-maximal effect; nearly all actives have a fitted effect of over 40% in size
TGFb inhibitor – qHTS for Inhibitors of TGF-b. Potency, µM (top dose mostly 46.1 µM), inactives show at the highest dose activity, negative = inhibition, usual class: inhibitors. AID 588855, 2011. 410,000 tested, 1.2% active. HepG2 CAGA-GFP TGF-b/SMAD3 reporter, GFP fluorescence, 18 h; TGF-beta stimulated, 500 pg/mL final; note: potency is the fitted concentration of half-maximal effect; % is set by controls: 0 for no effect and ±100 for the full control effect; nearly all actives have a fitted effect of over 65% in size
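Using HEPG2 CAGA-GFP reporter cells at 1000 cells/well, we pinned test compounds, stimulated with recombinant TGF-beta (500 pg/mL final) and measured total well GFP after 18 h.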
MCF10A rereplic – A quantitative high throughput screen for small molecules that induce DNA re-replication in MCF 10a normal breast cells. MCF 10A DNA re-replication, Hoechst nuclear intensity, 48 h. Potency, µM (series often up to 46.1 µM), for the others: at the highest dose activity, positive = re-replication, usual class: activators. 350,000 tested, 2.9% active; note: potency is the fitted concentration of half-maximal effect; % of control where 0% means no effect; nearly all actives have a fitted effect of over 50% in size
Nrf2 inh – Nrf2 qHTS screen for inhibitors | A549 ARE-Fluc reporter, luciferase luminescence, 18-24 h | Potency, µM (highest dose often 46 µM), for the others: at the top dose activity change, negative = inhibition, actives largely listed as inhibitors | 360,000 tested, 2.1% active | AID 504444, 2011; note: potency is the fitted concentration of half-maximal effect; % is set by controls: 0 for no effect and ±100 for the full control effect; nearly all actives have a fitted effect of over 60% in size
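In this cell-based qHTS, ARE-driven firefly luciferase in A549 cells reports Nrf2 activity; the luminescent signal after BugLite lysis is the measured value, with a prior CellTiter-Fluor read for cell health.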
IL-1B inflam inh – qHTS for Inhibitors of Inflammasome Signaling: IL-1-beta AlphaLISA Primary Screen | THP-1 LPS/ATP IL-1B secretion, AlphaLISA, 16 h; stronger effect = lower value | activity change, % at 57.5 µM | 360,000 tested, 4.7% active; in the data active = activity change below about -50%; inconclusive = mostly about -30% to -49%; note: % is set by controls: 0 for no effect and ±100 for the full control effect
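THP-1 cells pretreated 1 hr with compounds (up to 57.5 uM final), then stimulated with LPS (250 ng/mL final) plus ATP (1.25 mM final); secreted IL-1B measured by AlphaLISA after 16 hr, decreased signal indicating inhibition.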
ATXN2 expr inh – Primary qHTS for Inhibitors of ATXN expression; HEK-293 ATXN2-luciferase reporter, luminescence, 24 h; Potency, µM (series often up to 57 µM), for the others: at the highest dose activity change, negative = inhibition, actives largely listed as inhibitors; 360,000 tested, 0.72% active; note: potency is the fitted concentration of half-maximal effect; % is set by controls: 0 for no effect and ±100 for the full control effect; nearly all actives have a fitted effect of over 55% in size
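qHTS (up to 57 uM final) was run with 24 h compound exposure of reporter cells at 37 °C. Each well was multiplexed: SteadyGlo luminescence measured ATXN2-luciferase expression after a fluorogenic Gly-Phe-AFC viability readout (25 uM final).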
Nrf2 ARE act – qHTS of Nrf2 Activators. AID 624171, 2012. Potency, µM (series often up to 46.1 µM), for the others: at the highest dose activation, most hits filed as activators. 410,000 tested, 0.31% active. AREc32 ARE-luciferase reporter (MCF7-derived line), luminescence, 24 h; note: potency is the fitted concentration of half-maximal effect; % of control where 0% means no effect; nearly all actives have a fitted effect of over 65% in size
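ARE activation measured as luciferase luminescence (Steady-Glo, 30 min RT) in AREc32_Fluc cells after 24 hr compound exposure at 37 deg C, 5% CO2; cells seeded overnight at 1000/well in OPTI-MEM, 5% FBS.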
A549 tox – Nrf2 qHTS screen for inhibitors: counterscreen for cytotoxicity; A549 ARE-Fluc cells, CellTiter-Fluor viability, 18-24 h; Potency, µM (doses to about 46 µM), without a hit: top-dose activity change, negative = cytotoxicity, hits mostly inhibitors; 390,000 tested, 0.16% active; AID 504648, 2011; note: potency is the fitted concentration of half-maximal effect; % is set by controls: 0 for no effect and ±100 for the full control effect
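A549 ARE_Fluc cells in 5% FBS OPTI-MEM were exposed to compounds in concentration-response for 18-24 h at 37 deg C. Viability was read by CellTiter-Fluor fluorescence (Ex 405/Em 525) after 30 min, before the luciferase read.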
* hit, by the source's call; i = inactive; u = inconclusive; x = not tested or not shown; & = joins results of further samples; [ ] = dose if it differs, or a comment. Unless noted, calls come from the whole dose curve; as a rule, active = well fitted curve in the direction sought with a large enough effect; inconclusive = small, poorly fitted or top-dose-only effect, or another doubt; inactive = no such curve, though single readings can be large; an effect the other way counts as inactive or inconclusive. An unsorted share of the library; any-hit rate near 8.8%.

Sequence of screens: HepG2 tox, S2 tox, TGFb inhibitor, MCF10A rereplic, Nrf2 inh, IL-1B inflam inh, ATXN2 expr inh, Nrf2 ARE act, A549 tox
Cc1ccc(C)c(NC(=O)COC(=O)Cn2c(C)csc2=O)c1
  8%, i, 3%, u, 1%, -1, -9%, 0.4%, 14%
C=CCN(Cc1ccc(Cl)s1)C(=O)c1cc(S(=O)(=O)N2CCOCC2)ccc1F
  -28%, i, u, -2%, 1%, 18, x, -0.6%, -1%
CCOC(=O)c1cc(C)n(-c2c(C)n(C)n(-c3ccccc3)c2=O)c1C
  0%, i, u, -3%, u, -12, 4%, -0.8%, 0%
COc1ccc(-c2nc(-c3cccnc3)no2)cc1
  12%&-16%, i, 9%&-4%, 3%, u, 0, 14%, 0.5%, 5%
CC[n+]1cc(C)ccc1/C=C/c1ccc(N(C)C)cc1
  -33%, 25µM*, u, -1%, 4.1µM*, u, x, 5.9%, 9.2µM*
COc1cc(/C=C/C(=O)O)cc(S(=O)(=O)NC2CCCC2)c1OC
  0%, i, -9%, 9%, 5%, -16, x, -0.1%, -2%
Cc1ccc(NC(=O)c2ccc(CSc3ccccn3)cc2)cc1
  -27%, i, -12%, 0%, 2%, u, 27%, 5.9%, -15%
Brc1ccc(-c2nnc(-c3ccccc3Br)o2)cc1
  -27%, i, -30%, -1%, u, 16, 44%[activator], u, 3%
Cc1ccc(C(=O)Nc2cccc(C(=O)O)c2)cc1S(=O)(=O)N1CCOCC1
  -10%, i, -15%, -3%, -1%, 10, u, -1.6%, -2%
O=C(CCCCn1c(=O)c2ccccc2n(Cc2ccccc2F)c1=O)NC1CCN(Cc2ccccc2)CC1
  0%, u, -13%, 0%, 2%, -6, u, 0.0%, -2%
O=C1NC[C@H](CCCCN2C[C@H](Cc3ccc(O)cc3)N(CC3CCCCC3)C(=O)C2=O)N(CCc2ccc(O)cc2)C1=O
  x, i, x, x, x, 9, 19%, 0.2%, x
Cc1ccc(Cn2c(=O)n(CCc3ccccc3)c(=O)c3c(C)c(C)sc32)cc1
  1%, i, -4%, x, -11%, x, -2%, -0.1%, 2%
C/C(=N\NC(=O)c1ccc(CN2CCc3ccccc3C2)cc1)c1ccccc1O
  -1%, i, u, 23µM*, u, 163, 16µM*, 2.1%, 10%
Cc1oc(CC(C)C)cc1C(=O)Nc1cccc2ccccc12
  -7%, i, -22%, u, -14%, 13, -13%, -0.1%, -2%
O=C(CNC(=O)c1ccccc1F)N/N=C/c1cc(Br)ccc1OCc1ccccc1
  -24%, i, -26%, 18%, u, u, x, 3.6%, 2%
O=C(CC1C(=O)NCCN1CC1CCCCC1)NCc1cccc(F)c1F (stereo not given)
  1%, i, 9%, -2%, -22%, -12, x, -0.4%, -7%
CCC(=O)N1CCN(CCN=CC2=C(O)CC(C)(C)CC2=O)CC1
  0%, u, -6%, 4%, 9%, 4, -5%, -0.1%, -7%
Cc1cccc(OCC(=O)Nc2cccc3cccnc23)c1C
  5%, i, 11%, x, 12%, x, 1%, -1.4%, 0%
CCN(CC(=O)NC1CCS(=O)(=O)C1)C(=O)c1cc(OC)c(OC)c(OC)c1 (stereo not given)
  6%, i, 13%, -2%, 15%, 30, -33%, 0.1%, 0%
CC(=O)Nc1ccc2oc(C)nc2c1
  18%, i, 2%, u, -1%, 5, -6%, 0.1%, -1%
COc1ccc(/C=C(/NC(=O)c2ccco2)C(=O)N2CCCCCC2)cc1OC
  -6%, i, 27%, 0%, 4%, i, -1%, 0.5%, 3%
CCOC(=O)c1cnc2c(OC)cccc2c1Nc1ccc2c(c1)OCCO2
  -15%, u, -17%, u, u, 5, u, 0.2%, u
Cc1c2n(c3ccccc13)CCC2=O
  1%, i, 0%, -1%, -3%, 11, -8%, -0.1%, 4%
COc1ccccc1CNC(=O)COC(=O)c1ccc(C(=O)c2ccccc2)cc1
  2%, i, 20%, 9%, -4%, 8, -3%, -0.3%, -6%
O=C1CC(N2CCN(c3ccccn3)CC2)C(=O)N1c1ccc(Cl)cc1 (stereo not given)
  -15%, i, -15%, -1%, -18%, -4, x, 0.5%, 9%
COc1cc(CN(C(=S)NCC(=O)O)C2CCCC2)cc(OC)c1OC
  1%, i, -6%, 0%, 1%, -14, -11%[11.3 µM], -0.4%, -1%
Cc1cccc(NC(=O)CSc2nnc(-c3ccco3)o2)c1
  6%, i, 15%, 14%, 9%, 18, 27%, 3.8%, 2%
CCCOC(=O)c1c(NC(=O)C2c3ccccc3Oc3ccccc32)sc2c1CCCC2
  -23%, i, -2%, x, x, x, -4%, -0.8%, u
COc1ccc(C(=O)NNC(=O)CSc2nnc(-c3cccnc3)n2C)cc1
  25%, i, -4%, 3%, 9%, 0, x, -0.2%, 0%
Cc1ccc(C(=O)c2oc3ccccc3c2NC(=O)C(C)Oc2ccccc2Cl)cc1 (stereo not given)
  2%, x, 0%, x, -10%, x, x, -0.4%, 0%
O=[N+]([O-])c1ccc(S(=O)(=O)NCC(c2cccnc2)N2CCc3ccccc3C2)cc1 (stereo not given)
  -15%, i, u, 20%, 1%, 4, 3%, 0.5%, 1%
Cc1ccc(NC(=O)N/C=C/c2ccccc2)cc1
  -62%, i, 0%, -16%, x, 24, 45%[activator], 4.5%, 4%
COc1ccc(CNC(=O)CC(C)S(=O)(=O)c2ccc3c(c2)NC(=O)CO3)cc1 (stereo not given)
  -3%, i, -2%, 0%, 23%, 13, 11%, -1.1%, -17%
CCOC(=O)N1CCN(S(=O)(=O)N2CCCC(C(=O)NCc3ccc(OC)cc3OC)C2)CC1 (stereo not given)
  -10%&-22%, i, 1%&-4%, 1%, 2%, -2, x, -0.1%&-0.4%, 3%&-1%
CCOC(=O)C1CCN(C(=O)c2cc(S(=O)(=O)N3CCCCCC3)ccc2OC)CC1
  -16%, i, 1%, 4%, 0%, 0, -11%, -0.3%, 0%
COc1ccc(CNC(=O)c2cccn2-c2nnc(N3CCCC3)s2)c(OC)c1
  -21%, x, -3%, x, 0%, x, x, 0.1%, -4%
Cc1ccc(C(=O)Oc2csc(=S)n2C(=O)c2ccc(C)cc2)cc1
  3%, i, -25%, -7%, u, 20, 9%, -1.3%, -9%
CCOc1ccc(CCNC(=O)COC(=O)c2cccs2)cc1OCC
  4%, i, 18%, 10%, 22%, 5, -9%, 0.5%, 7%
COc1ccc(-c2nc3ccc([N+](=O)[O-])cc3o2)cc1
  3%, i, 0%, 0%, 19%, -2, 63%[activator], 0.7%, -2%
OCCC#Cc1c(-c2ccsc2)sc2ccccc12
  -8%, i, -13%, u, 7%, 3, -1%, 2.5µM*, 5%

Brought forward from above: 2 compounds; new compounds follow.
Sequence of screens: HepG2 tox, S2 tox, TGFb inhibitor, MCF10A rereplic, Nrf2 inh, IL-1B inflam inh, ATXN2 expr inh, Nrf2 ARE act, A549 tox
COc1ccc(-c2nc3ccc([N+](=O)[O-])cc3o2)cc1
  3%, i, 0%, 0%, 19%, -2, 63%[activator], 0.7%, -2%
OCCC#Cc1c(-c2ccsc2)sc2ccccc12
  -8%, i, -13%, u, 7%, 3, -1%, 2.5µM*, 5%
C[C@@H]1CN([C@H](C)CO)C(=O)CCCn2cc(nn2)CO[C@H]1CN(C)C(=O)Nc1cccc(C(F)(F)F)c1
  -16%, i, 0%, x, x, -12, 3%, -0.7%, x
O=C(Cc1ccc(S(=O)(=O)N2CCOCC2)s1)Oc1ccc(F)cc1
  6%, i, 0%, u, u, -22, -3%, -0.5%, 11%
CC(C)c1ccc(NC(=O)C(c2ccccc2)N2CCC3(CC2)OCCO3)cc1 (stereo not given)
  -1%, i, -7%, u, 15µM*, -5, 6%, 0.1%, -23%
CCOC(=O)c1c(OCCO)nn(-c2ccc(Cl)cc2)c1N
  -141%, i, 0%, -1%, 2%, 3, 0%, -0.5%, 2%
Oc1ccc(/C=C/c2nc(-c3ccccc3O)n(-c3ccccc3)n2)cc1
  -100%, u, u, 16µM*, 7.3µM*, -66*, -28%, 4.1%, u
Cc1ccccc1OC1C(=O)N(CC2CCCO2)C1c1ccc2c(c1)OCO2 (stereo not given)
  14%, i, -4%, -4%, -23%, 1, x, -0.5%, -7%
CCCCc1ccc(NC(=O)COc2ccc(C(=O)Nc3ccccc3OCC)cc2)cc1
  0%, i, 34%[activator], u, -23%, 25, -6%, -0.5%, -1%
Cc1[nH][nH]c(=O)c1C=NCc1cccnc1
  9%, u, -8%, 13%, 1%, 40, x, -0.1%, 1%
CCC1CCCCN1Cc1ccc(OC)c(C)c1C (stereo not given)
  3%, i, -1%, -6%, 7%, 9, -5%, -0.8%, -12%
COC(=O)c1ccccc1NC(=O)NC1CCN(Cc2ccccc2)CC1
  -7%, i, 12%, 2%, -7%, 1, -13%, -0.4%, 9%
CC(C)=NNc1cnnc2ccc([N+](=O)[O-])cc12
  0%, i, u, x, x, 33, 13%, 3.5µM*, x
COCC(=O)N(Cc1cc2cccc(C)c2[nH]c1=O)c1ccccc1
  11%, i, 33%[activator], -1%, -5%, 21, -2%, -0.7%, -5%
Cc1c(NC(=O)CSc2nc3ccc(Cl)cc3[nH]2)c(=O)n(-c2ccccc2)n1C
  -1%, u, 9%, -5%, 24%, -15, -2%, -1.3%, -1%

Screening data: PubChem BioAssay, National Center for Advancing Translational Sciences (NCATS)
